AI-2 QS modul: Vibrio harveyi AI-2 quorum sensing modulation | Vibrio harveyi JMH597 AI-2 luminescence/OD600 ratio, 9 h; hits give low values; strain lacks LuxN and CqsS sensors; 0 = neutral-control median | actives 0.4% (n = 300,000) | activity change, % at 7.5 µM | AID 2094; in the data active means activity change below about -75%, passing the limit was not always enough;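 further: luminescence divided by OD600 gain over 9 h not by final OD600 alone; inactives centre near 13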
HSF-1 act: increases HSF-1 driven luciferase reporter signal; NIH3T3-HGL HSF-1 luciferase reporter, MG132, 8 h; 100% = twice DMSO control signal; actives 1.7% (n = 300,000); AID 504408; activation, % at 9 µM;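 active means mean replicate activation of at least 50% with a set share of replicates each reaching 50%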;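 further: 0% = median of the neutral control wells and 100% = twice that signal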
IEC-6 tox: counter-screen for KLF5 inhibitors: cytotoxicity in IEC-6 cells; IEC-6 cytotoxicity, luminescence viability; inhibition, % at 5 µM; actives 0.78% (n = 290,000); in the data active means inhibition above about 22%;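 further: 0% = plate median of test compound wells and 100% = cytotoxic reference compound wells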
aSyn UTR inh: MLPCN primary screen, SNCA 5' untranslated region; inhibition, % (tested at 7.5 µM); actives 0.82% (n = 300,000); alpha-synuclein 5'UTR reporter, inhibitor activity; AID 1813; in the data active means inhibition above about 60%;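 further: H4 neuroglioblastoma cells stably carrying SNCA 5'UTR luciferase fusion; 0% = DMSO wells and 100% = positive control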
KLF5 inh: kruppel-like factor 5 inhibition. DLD-1 KLF5 promoter-luciferase reporter, luminescence. inhibition, % at 5 µM. actives 0.23% (n = 290,000). AID 1700;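 active means inhibition above a per-plate limit of that plate's mean compound inhibition plus 3 SD, cut at about 60% in these data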;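 further: 0% = DMSO wells and 100% = LY294002 at 200 µM; higher means less KLF5 promoter-driven luciferase light; inactives centre near -14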
HSF1 inh: HSF1 inhibition; NIH3T3-HGL HSE-luciferase, MG132-induced, luminescence 8 h; hits give low values; activity change, negative = inhibition, % at 7.5 µM (by protocol); actives 0.77% (n = 300,000);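 active means more than half of replicate wells show activity change below -50%, luminescence cut by over half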;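 further: luciferase reports HSF-1 transcriptional activity via heat shock element; 0% = median of DMSO wells and -100% = zero luminescence signal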
HSP90 refold inh: HSP90 refolding inhibition in rabbit reticulocyte lysate | luciferase refolding luminescence, 3 h | inhibition, % at 5.6 µM | actives 0.91% (n = 290,000) | AID 1789;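 active means inhibition above the screen-wide mean plus 3 SD, computed separately per campaign, cut at about 16% in these data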;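 further: 0% = DMSO wells and 100% = 60 µM geldanamycin wells; inhibitors lower the luminescence because luciferase stays unfolded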
HIF act: HIF pathway transcriptional activation; U2OS HRE-luciferase reporter, luminescence; normalized: DMSO 0%, desferrioxamine 100%; activation, % at 7.5 µM (by protocol); actives 0.32% (n = 300,000); AID 1910;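 active means mean activation of at least 10% of the iron chelator positive control signal, with at least half of replicates also reaching 10%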
Platelet DG rel: platelet dense granule release activity | human platelet-rich plasma, SFLLRN dense granule ATP release, luminescence | inhibition, %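 (compounds screened at 7.5 µM in platelet-rich plasma)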 | actives 0.22% (n = 300,000);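 active means mean replicate score, as percent of positive control, at or above 50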
SKKanGAS inh: blocks kanamycin growth of S. pyogenes SKKanGAS strain; BacTiter-Glo, 6 h; inhibition, % at 7.5 µM; actives 1.3% (n = 300,000);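 active means mean replicate score, as percent of positive control median, at least 50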;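 further: strain carries kanamycin resistance gene driven by streptokinase promoter and grows in 40 µg/ml kanamycin; loss of luminescence reflects streptokinase promoter inhibition or plain growth inhibition; 0% = median of DMSO wells and 100% = positive control at its reference dose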
* marks the source's active call; other numbers are inactive results.

How did O=C(N/N=C/c1ccccn1)c1cccc(NC(=O)c2ccccc2Cl)c1 do in these assays?
AI-2 QS modul: 13; HSF-1 act: 13; IEC-6 tox: -1; aSyn UTR inh: -25; KLF5 inh: -67; HSF1 inh: 6; HSP90 refold inh: -4; HIF act: 1.6; Platelet DG rel: 11; SKKanGAS inh: 0

What do the screens show for `CCc1nnc(NC(=O)C2CCCN(c3nc4ccccc4s3)C2)s1` (stereo unspecified)?
AI-2 QS modul: 6; HSF-1 act: -8; IEC-6 tox: -6; aSyn UTR inh: 14; KLF5 inh: 4; HSF1 inh: 0; HSP90 refold inh: -2; HIF act: 0.1; Platelet DG rel: 5; SKKanGAS inh: 6

What do the screens show for `CCN(CC)CCn1c2c(c(SCC(=O)Nc3ccc4c(c3)OCCO4)nc1=O)CCC2`?
AI-2 QS modul: -1; HSF-1 act: -2; aSyn UTR inh: 1; HSF1 inh: 0; HIF act: 0.0; Platelet DG rel: -5; SKKanGAS inh: -1

How did O=S(=O)(c1ccc(Cl)cc1)c1cnc(-c2cccnc2)nc1-c1ccccc1 do in these assays?
AI-2 QS modul: 12; HSF-1 act: -21; IEC-6 tox: 2; aSyn UTR inh: -16; KLF5 inh: 12; HSF1 inh: -12; HSP90 refold inh: 1; HIF act: 0.5; Platelet DG rel: -10; SKKanGAS inh: 2

What do the screens show for `Cc1ccc(S(=O)(=O)NCc2ccccn2)cc1C`?
AI-2 QS modul: 10; HSF-1 act: 2; IEC-6 tox: 0; aSyn UTR inh: -6; KLF5 inh: -26; HSF1 inh: -5; HSP90 refold inh: 0; HIF act: 0.4; Platelet DG rel: -11; SKKanGAS inh: -3

What do the screens show for `COc1cccc(OC)c1C(=O)Nc1ccnn1C`?
AI-2 QS modul: 5; HSF-1 act: -9; IEC-6 tox: 5; aSyn UTR inh: 4; KLF5 inh: -17; HSF1 inh: -1; HSP90 refold inh: -3; HIF act: 0.7; Platelet DG rel: -3; SKKanGAS inh: 4

How did Cc1ccc2c(NC(=S)NC(=O)c3ccccc3)cccc2n1 do in these assays?
AI-2 QS modul: 9; HSF-1 act: 9; IEC-6 tox: 2; aSyn UTR inh: -1; KLF5 inh: -23; HSF1 inh: 7; HSP90 refold inh: 1; HIF act: 0.3; Platelet DG rel: 13; SKKanGAS inh: 6

Results for COc1ccc(C(=O)NN2C(=S)N(c3ccc(OC)cc3)C(=O)C2CC(N)=O)cc1 (stereo unspecified) ?
AI-2 QS modul: -5; HSF-1 act: 11; IEC-6 tox: 7; aSyn UTR inh: 11; KLF5 inh: 0; HSF1 inh: 1; HSP90 refold inh: -2; HIF act: 0.0; Platelet DG rel: 4; SKKanGAS inh: -3

What do the screens show for `Cc1ccc(-c2nn(CC(=O)NC(C)c3ccccc3)c(=O)c3ccccc23)cc1` (stereo unspecified)?
AI-2 QS modul: 29; HSF-1 act: 9; IEC-6 tox: -1; aSyn UTR inh: -1; KLF5 inh: 9; HSF1 inh: 3; HSP90 refold inh: -3; HIF act: -0.6; Platelet DG rel: -2; SKKanGAS inh: 25

Results for COc1ccc2c(c1)CCC(C)N2S(=O)(=O)c1ccc(C2CNC(=O)C2)cc1 (stereo unspecified) ?
AI-2 QS modul: -1; HSF-1 act: -1; IEC-6 tox: -6; aSyn UTR inh: -6; KLF5 inh: 2; HSF1 inh: -2; HSP90 refold inh: 4; Platelet DG rel: -7; SKKanGAS inh: -6

How did O=c1c2ccccc2nc(-c2ccco2)n1CCCn1ccnc1 do in these assays?
AI-2 QS modul: 14; HSF-1 act: 6; IEC-6 tox: -4; aSyn UTR inh: -3; KLF5 inh: -15; HSF1 inh: -7; HSP90 refold inh: -1; HIF act: 0.1; Platelet DG rel: 2; SKKanGAS inh: -2

Results for Cc1c(Cl)cccc1NC(=O)NCCCN1CCCC1=O ?
AI-2 QS modul: 11; HSF-1 act: 5; IEC-6 tox: 3; aSyn UTR inh: 0; KLF5 inh: -20; HSF1 inh: 6; HSP90 refold inh: -1; HIF act: -0.2; Platelet DG rel: 16; SKKanGAS inh: -3

What do the screens show for `COc1ccc(N2CCN(C(=O)COC(=O)CCOc3ccc(C(C)(C)C)cc3)CC2)cc1`?
AI-2 QS modul: -15; HSF-1 act: -3; aSyn UTR inh: 17; HSF1 inh: -7; HIF act: -0.2; Platelet DG rel: 3; SKKanGAS inh: 12

What do the screens show for `CCOc1[nH]n(-c2ccc(Cl)cc2)c(=O)c1C=NCc1cccnc1`?
AI-2 QS modul: 26; HSF-1 act: 13; IEC-6 tox: 1; aSyn UTR inh: 6; KLF5 inh: -14; HSF1 inh: 0; HSP90 refold inh: -2; HIF act: -0.1; Platelet DG rel: 1; SKKanGAS inh: 1

What do the screens show for `CCOCCCNC(=O)c1ccc2c(c1)ncn2-c1ccccc1OC`?
AI-2 QS modul: -7; HSF-1 act: 5; IEC-6 tox: 4; aSyn UTR inh: 1; KLF5 inh: -22; HSF1 inh: 4; HSP90 refold inh: 0; HIF act: 0.7; Platelet DG rel: -4; SKKanGAS inh: 4

How did COc1ccccc1CNC(=O)/C=C/c1ccc(S(=O)(=O)N2CCOCC2)cc1 do in these assays?
AI-2 QS modul: -36; HSF-1 act: -3; IEC-6 tox: 3; aSyn UTR inh: 23; KLF5 inh: -12; HSF1 inh: -6; HSP90 refold inh: 1; HIF act: -1.2; Platelet DG rel: -1; SKKanGAS inh: -4

What do the screens show for `O=C1C(Cc2ccc(O)cc2)NC(=S)N1Cc1ccccc1` (stereo unspecified)?
AI-2 QS modul: 13; HSF-1 act: -26; IEC-6 tox: -3; aSyn UTR inh: 0; KLF5 inh: -17; HSF1 inh: -10; HSP90 refold inh: -4; HIF act: -0.8; Platelet DG rel: -2; SKKanGAS inh: -1

Results for C=C1CCC2C(C)(C)[C@@H](O)CC[C@@]2(C)[C@@H]1COc1ccc2ccc(=O)oc2c1 (stereo partly specified) ?
AI-2 QS modul: -14; HSF-1 act: -8; IEC-6 tox: 2; aSyn UTR inh: -13; KLF5 inh: -5; HSF1 inh: -2; HSP90 refold inh: 4; HIF act: 0.0; Platelet DG rel: 3; SKKanGAS inh: 52*

How did CCCCCC(=O)Nc1ccc(N2CCN(CC)CC2)c(Cl)c1 do in these assays?
AI-2 QS modul: -1; HSF-1 act: 18; IEC-6 tox: 2; aSyn UTR inh: -152; KLF5 inh: -26; HSF1 inh: 14; HSP90 refold inh: 2; HIF act: 3.3; Platelet DG rel: 6; SKKanGAS inh: 6

How did CCOc1ccc(Nc2oc(-c3ccc(Cl)cc3)nc2C#N)cc1 do in these assays?
AI-2 QS modul: 20; HSF-1 act: 22; IEC-6 tox: 6; aSyn UTR inh: -139; KLF5 inh: -7; HSF1 inh: 12; HSP90 refold inh: 1; HIF act: 6.4; Platelet DG rel: 4; SKKanGAS inh: 1

What do the screens show for `O=C(Nc1ccc2ccccc2c1)N1CCCN(CCOc2ccccc2)CC1`?
AI-2 QS modul: 6; HSF-1 act: 14; IEC-6 tox: 6; aSyn UTR inh: 4; KLF5 inh: -14; HSF1 inh: 2; HSP90 refold inh: 2; HIF act: 0.1; Platelet DG rel: -5; SKKanGAS inh: -4

How did Cn1c(SCC(=O)NC2CCCC2)nc2cccnc21 do in these assays?
AI-2 QS modul: 20; HSF-1 act: 5; IEC-6 tox: 0; aSyn UTR inh: -17; KLF5 inh: -7; HSF1 inh: -1; HSP90 refold inh: -1; HIF act: -8.1; Platelet DG rel: -2; SKKanGAS inh: -1

Results for CCOC(=O)N1CCN(c2ccc(F)cc2[N+](=O)[O-])CC1 ?
AI-2 QS modul: 4; HSF-1 act: -2; IEC-6 tox: 6; aSyn UTR inh: 2; KLF5 inh: -1; HSF1 inh: -8; HSP90 refold inh: 5; HIF act: 0.4; Platelet DG rel: 1; SKKanGAS inh: -1

Results for CCN(CC)C(=O)c1ccc2c3c(cccc13)C(=O)N(CCc1ccc(OC)c(OC)c1)C2=O ?
AI-2 QS modul: 42; HSF-1 act: -1; IEC-6 tox: -3; aSyn UTR inh: -15; KLF5 inh: 0; HSF1 inh: 0; HSP90 refold inh: -1; HIF act: -0.5; Platelet DG rel: 3; SKKanGAS inh: 3

What do the screens show for `CCC(OC(=O)c1nsc(Cl)c1Cl)C(=O)NCc1ccco1` (stereo unspecified)?
AI-2 QS modul: 2; HSF-1 act: 20; IEC-6 tox: 0; aSyn UTR inh: -12; KLF5 inh: -18; HSF1 inh: -3; HSP90 refold inh: 1; HIF act: -0.3; Platelet DG rel: -3; SKKanGAS inh: -15

Results for CCC1C2CN(C(C)=O)CC=C2C(C#N)=C(N)C1(C#N)C#N (stereo unspecified) ?
AI-2 QS modul: 11; HSF-1 act: 9; IEC-6 tox: 0; aSyn UTR inh: -2; KLF5 inh: 0; HSF1 inh: 1; HSP90 refold inh: -3; HIF act: 0.0; Platelet DG rel: -9; SKKanGAS inh: 1

What do the screens show for `COc1cc(/C=C2\SC(=S)N(CCC(=O)N3CCN(C)CC3)C2=O)cc(OC)c1OC`?
AI-2 QS modul: 6; HSF-1 act: -9; IEC-6 tox: 2; aSyn UTR inh: -40; KLF5 inh: 5; HSF1 inh: -2; HSP90 refold inh: -1; HIF act: -0.5; Platelet DG rel: -2; SKKanGAS inh: -2

What do the screens show for `O=C(Nc1nnc(S(=O)(=O)N2CCCCCC2)s1)c1cccc(Br)c1`?
AI-2 QS modul: 32; HSF-1 act: -65; IEC-6 tox: 1; aSyn UTR inh: -31; KLF5 inh: -39; HSF1 inh: -56*; HSP90 refold inh: -8; HIF act: 0.6; Platelet DG rel: -17; SKKanGAS inh: 23

A section from further up, as a working copy:
How did Cn1c(SCC(=O)NC2CCCC2)nc2cccnc21 do in these assays?
AI-2 QS modul: 20; HSF-1 act: 5; IEC-6 tox: 0; aSyn UTR inh: -17; KLF5 inh: -7; HSF1 inh: -1; HSP90 refold inh: -1; HIF act: -8.1; Platelet DG rel: -2; SKKanGAS inh: -1

Results for CCOC(=O)N1CCN(c2ccc(F)cc2[N+](=O)[O-])CC1 ?
AI-2 QS modul: 4; HSF-1 act: -2; IEC-6 tox: 6; aSyn UTR inh: 2; KLF5 inh: -1; HSF1 inh: -8; HSP90 refold inh: 5; HIF act: 0.4; Platelet DG rel: 1; SKKanGAS inh: -1

Results for CCN(CC)C(=O)c1ccc2c3c(cccc13)C(=O)N(CCc1ccc(OC)c(OC)c1)C2=O ?
AI-2 QS modul: 42; HSF-1 act: -1; IEC-6 tox: -3; aSyn UTR inh: -15; KLF5 inh: 0; HSF1 inh: 0; HSP90 refold inh: -1; HIF act: -0.5; Platelet DG rel: 3; SKKanGAS inh: 3

What do the screens show for `CCC(OC(=O)c1nsc(Cl)c1Cl)C(=O)NCc1ccco1` (stereo unspecified)?
AI-2 QS modul: 2; HSF-1 act: 20; IEC-6 tox: 0; aSyn UTR inh: -12; KLF5 inh: -18; HSF1 inh: -3; HSP90 refold inh: 1; HIF act: -0.3; Platelet DG rel: -3; SKKanGAS inh: -15

Screening results from PubChem.

Not a hit list, and some 6% of all compounds hit somewhere here.
